Screens as filed in PubChem.
Phagocytosis inh: blocks phagocytosis by macrophages | J774A.1 macrophage IgG-bead phagocytosis, imaging | inhibition, % at 5 µM | AID 1029 | 110,000 tested, 0.07% active;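 active = inhibition above the mean of the plate negative controls plus 5 SD, cut at about 13% in these data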;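 also: phagocytic index as fraction of beads internalized from green versus red external bead signal; plate controls were DMSO negative control for no effect and cytochalasin-D positive control for full effect; some results beyond the cut were filed as inactive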
NPY-Y2 antag: antagonists of human neuropeptide Y receptor Y2 | 140,000 tested, 0.99% active | P49146 | NPY-Y2 expressing cells, antagonist mode | inhibition, % at 2.7 µM | AID 793; in the data active = inhibition above about 17%;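 also: 0% = vehicle with agonist challenge and 100% = reference antagonist with challenge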
Target sequence (P49146 whole entry, looked up): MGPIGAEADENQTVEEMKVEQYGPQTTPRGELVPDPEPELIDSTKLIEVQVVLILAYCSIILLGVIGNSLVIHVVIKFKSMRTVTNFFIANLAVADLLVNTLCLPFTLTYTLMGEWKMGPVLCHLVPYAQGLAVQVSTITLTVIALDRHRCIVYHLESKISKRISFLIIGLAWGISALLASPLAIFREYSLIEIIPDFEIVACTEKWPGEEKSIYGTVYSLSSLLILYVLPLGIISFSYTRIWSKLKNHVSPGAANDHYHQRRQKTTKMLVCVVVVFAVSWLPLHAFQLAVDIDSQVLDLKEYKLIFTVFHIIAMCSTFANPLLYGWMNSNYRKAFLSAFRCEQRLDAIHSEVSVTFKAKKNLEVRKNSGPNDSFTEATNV
MRP1 act: MRP-1 activation. H69AR cells + doxorubicin, viability rescue, CellTiter-Glo. viability increase, % at 10 µM. 140,000 tested, 0.61% active. AID 799;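 active = viability gain under doxorubicin at or above a set limit, the compound median plus 3 SD, cut at about 4.7% in these data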;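 also: MRP-1 overexpressing cells given doxorubicin 25 µM after compound pretreatment; 18-22 h compound pretreatment then 72 h with doxorubicin before readout; 0% = doxorubicin-only wells and 100% = vehicle-treated cells without doxorubicin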
Measles CPE: protection of cells from measles virus; Measles virus-infected cells, CPE protection, absorbance; 140,000 tested, 1.5% active; protection (pct of control), % at 4 µM; AID 841; in the data active = protection mostly above about 24%, no sharp cut-off; inactive = mostly below about 26%; also: some compounds called inactive have numbers as strong as hits
PTEN del growth: suppresses growth of cells with PTEN deletion; HCT116 PTEN-null viability, CellTiter-Glo, 60 h; active compounds read low; viability, % at 10 µM; 140,000 tested, 1.2% active;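 active = viability at or below a set limit, 4 SD under the median of all tested compounds, cut at about 3.7% in these data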;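 also: PTEN knockout HCT116 line with beta catenin targeted HCT116 as companion control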
Yeast life ext: yeast lifespan extension. S. cerevisiae growth with nicotinamide, OD615; deaD strain in restrictive glucose medium. inhibition of the nicotinamide effect, % at 10 µM. 130,000 tested, 0.68% active. AID 775;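 active = inhibition above a set limit, placed 3 SD over the median of all compounds, cut at about 26% in these data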;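 also: 0% = nicotinamide-treated wells and 100% = cells grown without nicotinamide; some compounds called inactive have numbers as strong as hits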
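Measured by: optical density (absorbance) at 615 nm; System: modified budding yeast, DeaD strain; Medium: restrictive CSMM-D dextrose medium; Timing: 4 h preincubation then 48 h treatment at 30 °C.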
GALR2 antag: blocks the human galanin receptor 2; O43603; GALR2-expressing cells, antagonist mode; inhibition, % at 4 µM; 140,000 tested, 0.39% active; AID 828; in the data active = inhibition above about 27%;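 also: cells stimulated with galanin 1-16 at roughly its EC80; 0% = agonist challenge control and 100% = basal control without agonist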
Target sequence (O43603 whole entry, looked up): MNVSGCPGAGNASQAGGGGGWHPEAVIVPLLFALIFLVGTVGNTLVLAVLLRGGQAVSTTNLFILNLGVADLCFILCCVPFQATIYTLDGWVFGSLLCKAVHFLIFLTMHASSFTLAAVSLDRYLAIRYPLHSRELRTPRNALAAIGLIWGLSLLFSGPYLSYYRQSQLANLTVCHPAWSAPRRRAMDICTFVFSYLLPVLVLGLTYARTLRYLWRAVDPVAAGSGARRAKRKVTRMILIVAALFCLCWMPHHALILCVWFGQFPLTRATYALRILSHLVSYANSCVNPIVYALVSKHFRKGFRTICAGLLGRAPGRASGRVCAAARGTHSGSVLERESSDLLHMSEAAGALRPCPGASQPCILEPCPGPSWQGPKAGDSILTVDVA
BB579 growth dn: yeast BB579 growth reduction in restrictive medium; S. cerevisiae BB579 growth, OD615, 48 h; inhibition, % at 10 µM; 140,000 tested, 0.51% active; AID 804;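 active = inhibition above a set limit, 3 SD over the mean compound inhibition, cut at about 44% in these data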; also: inactives centre near -24
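controls = amphotericin B 10 µg/mL, positive | assay system = DeaD yeast strain BB579 | schedule = 48 h compound exposure at 30 °C after 4 h preincubation | detection = OD615 turbidity measurement | medium = restrictive CSMM-D medium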
HCT116 bCat-KO: beta-catenin-lacking colon tumor cell growth suppression | HCT116 beta-catenin knockout viability, CellTiter-Glo, 60 h; active compounds read low | viability, % at 10 µM | 140,000 tested, 1.5% active;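 active = viability at or under a set limit, the compound median less 4 SD, cut at about 6% in these data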;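 also: 0% = Hyamine 1622 control at 20 µM and 100% = untreated cell control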
E-sel TNF inh: blocks E-selectin expression induced by TNF alpha; 120,000 tested, 0.71% active; inhibition, % at 2 µM; HUVEC TNFa-induced E-selectin immunofluorescence, high content; AID 1246;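 active = inhibition above the batch mean plus 3 SD, and confirmed as a hit on visual image review, cut at about 43% in these data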;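 also: 0% = TNF-stimulated DMSO wells and 100% = unstimulated control wells; not every result past the cut was called active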
* = called active by the depositor; · = not tested or not shown.

#1 CCn1c(SCC(=O)OC(C)C)nnc1-c1cccc(Cl)c1
#2 O=C(C1CCCN(Cc2ccccc2)C1)N1CCCCC1 (centres undefined)
#3 N#Cc1ccc(OCC(=O)NCCc2ccccn2)cc1
#4 COc1ccc(C2(CNC(=O)CCC(=O)O)CCCC2)cc1OC
#5 CC(C)c1ccc(C2N3CC4([N+](=O)[O-])CN2CC([N+](=O)[O-])(C3)C4(C)C)cc1 (centres undefined)
#6 CC(C)CNC(=O)c1ccc(Cl)c(N)c1

Compound	1	2	3	4	5	6
Phagocytosis inh	-1	0	2	0	-8	3
NPY-Y2 antag	0	-1	3	5	-1	-2
MRP1 act	-0.9	-1.8	-0.6	-1.8	-0.3	1.2
Measles CPE	18	6	17	11	43	8
PTEN del growth	98	89	97	90	87	98
Yeast life ext	-4	-4	46*	-3	2	1
GALR2 antag	-1	1	6	-3	10	11
BB579 growth dn	-6	2	-26	-14	-15	-35
HCT116 bCat-KO	98	84	104	95	88	92
E-sel TNF inh	-13	·	10	1	·	·

#7 CC(C)(C)c1cccc(Oc2nn[nH]n2)c1
#8 COCCCNC(=O)C1C2C=CC3(CN(Cc4ccc(C)cc4)C(=O)C13)O2 (centres undefined)
#9 CCOC(=O)c1ccc(NC(=O)CSCC(=O)OCC(=O)c2ccccc2)cc1
#10 Cc1ccc(C)c2[nH]c(=O)c(CN(CC3CCCO3)S(=O)(=O)c3ccc4c(c3)OCCO4)cc12 (centres undefined)
#11 CCOC(=O)N1CCC(Nc2c(NCCN3CCN(Cc4ccccc4)CC3)c(=O)c2=O)CC1
#12 Cc1nc2nc(C)c(CCC(=O)N3CCc4ccccc43)c(C)n2n1

Compound	7	8	9	10	11	12
Phagocytosis inh	·	·	-11	·	0	·
NPY-Y2 antag	2	3	2	1	1	0
MRP1 act	1.2	-0.6	1.1	0.1	-0.5	-2.9
Measles CPE	6	7	10	9	12	6
PTEN del growth	94	91	104	65	101	97
Yeast life ext	-5	-2	-3	-18	0	-3
GALR2 antag	6	-7	11	-6	-13	8
BB579 growth dn	-25	-42	-2	-43	-38	-12
HCT116 bCat-KO	95	88	92	73	91	95
E-sel TNF inh	-13	1	6	·	-6	8

#13 N#Cc1ccc(C(c2nnnn2C2CCCC2)N2CCC(Cc3ccccc3)CC2)cc1 (centres undefined)
#14 COc1ccc2[nH]c(=O)c(CN(C(C)=O)c3cccc(C)c3)cc2c1
#15 COc1cccc(CNCCNC(=O)c2ccco2)c1OC
#16 CCC(=O)N1c2ccc(S(=O)(=O)CCC(=O)Nc3nccs3)cc2CC1C (centres undefined)
#17 Cc1ccc(NC(=O)CSc2nc3c(cc2C#N)C(=O)CCC3)cc1S(=O)(=O)N(C)C
#18 O=C(/C=C/NNC(=O)c1ccccc1)c1ccccc1

Compound	13	14	15	16	17	18
Phagocytosis inh	0	-2	0	·	-7	1
NPY-Y2 antag	6	2	4	1	2	4
MRP1 act	-1.7	-0.9	-2.7	-5.1	-2.5	0.6
Measles CPE	8	1	14	7	8	6
PTEN del growth	63	93	92	53	30	91
Yeast life ext	-17	-8	-3	-4	6	18
GALR2 antag	-4	-5	-3	-2	9	4
BB579 growth dn	-14	-45	-27	-28	-43	-79
HCT116 bCat-KO	71	89	92	54	66	87
E-sel TNF inh	14	·	9	-8	·	0

An excerpt of these results, with two lines to a compound:
Every second line gives: Phagocytosis inh, NPY-Y2 antag, MRP1 act, Measles CPE, PTEN del growth, Yeast life ext, GALR2 antag, BB579 growth dn, HCT116 bCat-KO, E-sel TNF inh
5: CC(C)c1ccc(C2N3CC4([N+](=O)[O-])CN2CC([N+](=O)[O-])(C3)C4(C)C)cc1 (centres undefined)
    -8, -1, -0.3, 43, 87, 2, 10, -15, 88, ·
6: CC(C)CNC(=O)c1ccc(Cl)c(N)c1
    3, -2, 1.2, 8, 98, 1, 11, -35, 92, ·
7: CC(C)(C)c1cccc(Oc2nn[nH]n2)c1
    ·, 2, 1.2, 6, 94, -5, 6, -25, 95, -13
8: COCCCNC(=O)C1C2C=CC3(CN(Cc4ccc(C)cc4)C(=O)C13)O2 (centres undefined)
    ·, 3, -0.6, 7, 91, -2, -7, -42, 88, 1
9: CCOC(=O)c1ccc(NC(=O)CSCC(=O)OCC(=O)c2ccccc2)cc1
    -11, 2, 1.1, 10, 104, -3, 11, -2, 92, 6
10: Cc1ccc(C)c2[nH]c(=O)c(CN(CC3CCCO3)S(=O)(=O)c3ccc4c(c3)OCCO4)cc12 (centres undefined)
    ·, 1, 0.1, 9, 65, -18, -6, -43, 73, ·
11: CCOC(=O)N1CCC(Nc2c(NCCN3CCN(Cc4ccccc4)CC3)c(=O)c2=O)CC1
    0, 1, -0.5, 12, 101, 0, -13, -38, 91, -6
12: Cc1nc2nc(C)c(CCC(=O)N3CCc4ccccc43)c(C)n2n1
    ·, 0, -2.9, 6, 97, -3, 8, -12, 95, 8
13: N#Cc1ccc(C(c2nnnn2C2CCCC2)N2CCC(Cc3ccccc3)CC2)cc1 (centres undefined)
    0, 6, -1.7, 8, 63, -17, -4, -14, 71, 14
14: COc1ccc2[nH]c(=O)c(CN(C(C)=O)c3cccc(C)c3)cc2c1
    -2, 2, -0.9, 1, 93, -8, -5, -45, 89, ·
15: COc1cccc(CNCCNC(=O)c2ccco2)c1OC
    0, 4, -2.7, 14, 92, -3, -3, -27, 92, 9
16: CCC(=O)N1c2ccc(S(=O)(=O)CCC(=O)Nc3nccs3)cc2CC1C (centres undefined)
    ·, 1, -5.1, 7, 53, -4, -2, -28, 54, -8
17: Cc1ccc(NC(=O)CSc2nc3c(cc2C#N)C(=O)CCC3)cc1S(=O)(=O)N(C)C
    -7, 2, -2.5, 8, 30, 6, 9, -43, 66, ·

Other records.
#19 Cn1nnnc1CCOCCc1nnnn1C
#20 O=C(c1csc2c1CCCC2)N1CCN(c2cccc(C(F)(F)F)c2)CC1
#21 CCCCn1c(=N)n(CC(=O)c2ccco2)c2ccccc21
#22 O=C(NC(Nc1ncc(S(=O)(=O)c2ccc([N+](=O)[O-])cc2)s1)(C(F)(F)F)C(F)(F)F)c1ccc(Cl)cc1
#23 O=C1c2ccccc2C(=O)N1CC#CCN1CCN(C(c2ccccc2)c2ccccc2)CC1
#24 COC(=O)c1cccc(NC(=O)CSc2nnc(COc3ccc(C#N)cc3)n2-c2ccccc2)c1
#25 O=C(O)CCCC(=O)Nc1c(F)c(F)c(F)c(F)c1F
#26 Cc1ccc(S(=O)(=O)N2c3ccccc3NC(=O)CC2C)cc1 (centres undefined)
#27 Cc1ccc(S(=O)(=O)N/N=C/c2cc(Br)c(C)o2)cc1

Compound	19	20	21	22	23	24	25	26	27
Phagocytosis inh	-1	·	·	-2	0	-2	-1	-1	0
NPY-Y2 antag	3	7	4	5	5	2	3	0	1
MRP1 act	-0.1	0.3	-2.2	-2.6	-1.9	0.9	0.6	-1.2	-0.1
Measles CPE	7	2	4	3	2	12	13	34	4
PTEN del growth	92	74	87	3.1*	95	75	106	98	72
Yeast life ext	-10	-5	-6	1	8	-12	-6	-2	-15
GALR2 antag	5	-18	21	16	-1	6	4	-2	6
BB579 growth dn	-20	-51	-37	-52	-54	-23	-44	-36	-49
HCT116 bCat-KO	104	80	92	2.6*	98	77	106	104	79
E-sel TNF inh	4	3	·	9	-3	-30	·	-26	32
